# High-throughput results from PubChem.
# NCI-60 one-dose screen, 48 h, at 10 µM unless noted. Numbers give growth in % (100 = growth as untreated, 0 = no growth, -100 = all killed).
# LOX IMVI – LOX IMVI melanoma; 79,000 compounds, 7.4% hits
# SK-MEL-5 – SK-MEL-5 melanoma; AID 1794755; 80,000 compounds, 6.4% hits
# MALME-3M – MALME-3M melanoma; 78,000 compounds, 5.8% hits
# HS 578T – HS 578T breast cancer | 78,000 compounds, 4.1% hits | AID 1794788
# SK-MEL-2 – SK-MEL-2 melanoma; 77,000 compounds, 4.7% hits
# T-47D – T-47D breast cancer; 79,000 compounds, 5% hits; AID 1794792
# SK-MEL-28 – SK-MEL-28 melanoma; 81,000 compounds, 4.1% hits; AID 1794761
# UACC-257 – UACC-257 melanoma. AID 1794764. 78,000 compounds, 4.4% hits
# Active calls of the source: *; x = not tested or not shown; & = joins results of further samples. Rule for the calls: active = growth percent below 10; inactive = the rest. This is a subset; the hit share may differ from the screen's.
nr	SMILES	LOX IMVI	SK-MEL-5	MALME-3M	HS 578T	SK-MEL-2	T-47D	SK-MEL-28	UACC-257
1	CC[N+]1(C)CCCC(OC(=O)C(O)(c2ccccc2)c2ccccc2)C1 (configuration not stated)	103&94	107&97	109&101	115&100	104&103	105&105	101&107	111&114
2	O=[N+]([O-])c1ccc(N2CCOCC2)c2nonc12	94	90	101	104	99	89	111	97
3	COc1ccccc1C(O)(C(=O)OCCSC)c1ccccc1OC	100	105	134	127	100	97	112	84
4	O=[N+]([O-])c1ccc([Se]C2CCCCC2Cl)c([N+](=O)[O-])c1 (configuration not stated)	-55*	69	70	22	66	x	73	59
5	C[C@@H]1O[C@@H](O[C@H]2CC[C@@]3(C)[C@H](CCC4[C@@H]3C(O)C[C@]3(C)[C@@H](c5ccc(=O)oc5)CC[C@]43O)C2)[C@H](O)[C@H](O)[C@H]1O (some centres not stated)	-56*	-100*	-46*	-9.5*	-81*	-56*	-96*	-100*
6	c1cncc([C@@H]2CCCCN2)c1	97	103	102	137	x	99	122	93
7	O=c1n(Cl)c(=O)n(Cl)c(=O)n1Cl	100&103	98&105	115&119	98&109	101&117	103&131	115&107	117&122
8	COc1cccc(C=NC(Cc2cnc[nH]2)C(=O)O)c1O (configuration not stated)	100	94	x	122	70	108	103	47
9	CCC1(C)CC(CCNCc2ccccc2O)(c2ccc(C)cc2)CCO1 (configuration not stated)	100	98	109	104	104	103	106	107
10	NC1CC2CCCCC2CC1(O)c1ccccc1 (configuration not stated)	92	102	96	102	100	99	111	98

# Additional entries.
nr	SMILES	LOX IMVI	SK-MEL-5	MALME-3M	HS 578T	SK-MEL-2	T-47D	SK-MEL-28	UACC-257
11	O=P(OC1=CCCCC1)(c1ccccc1)c1ccccc1	85&94	94&103	87&95	85&115	120&105	99	98&107	93
12	CC(C)[C@]12O[C@H]1[C@@H]1O[C@]13[C@]1(O[C@H]1C[C@H]1C4=C(CC[C@@]13C)C(=O)OC4)[C@@H]2OC(=O)OC(C)(C)C	x	-2.1*	-36*	-6.4*	-55*	24	-1.7*	-7.5*
13	C/C(=N/OC(=O)N(C)C)c1cccs1	93	103	104	106	87	84	108	98
14	CCc1cccc(CC)c1NC(=O)CCl	106	101	90	x	108	101	104	108
15	CC12CC(=O)C3(SC#N)C(CCC4=CC(=O)CCC43C)C1CCC2=O (configuration not stated)	81	101	50	x	125	33	95	76
16	COC(=O)[C@H](Cc1ccccc1)NC(=O)c1csc([C@@H](C[C@H](C(C)C)N(C)C(=O)[C@@H](NC(=O)[C@H]2CCCCN2C)C2CC2)OC(C)=O)n1	15	-1.2*	68	6.9*	15	28	45	54
17	O=C(O)Cc1cccc(Cl)c1	105	108	88	99	109	105	105	95
18	O=C(O)P(=O)(O)O	99	113	118	111	113	98	112	104
19	C[C@]12CCC(=O)C=C1CC[C@@H]1[C@@H]2CC[C@]2(C)C(=O)CC[C@@H]12	101	97	113	109	111	117	129	107
20	O=C(COc1ccc([N+](=O)[O-])cc1Cl)Nc1ccc(S(=O)(=O)F)cc1Cl	97	105	88	100	105	91	133	99

# Just LOX IMVI (three entries from above):
No.	molecule	LOX IMVI
14	CCc1cccc(CC)c1NC(=O)CCl	106
11	O=P(OC1=CCCCC1)(c1ccccc1)c1ccccc1	85&94
16	COC(=O)[C@H](Cc1ccccc1)NC(=O)c1csc([C@@H](C[C@H](C(C)C)N(C)C(=O)[C@@H](NC(=O)[C@H]2CCCCN2C)C2CC2)OC(C)=O)n1	15

# (more compounds)
nr	SMILES	LOX IMVI	SK-MEL-5	MALME-3M	HS 578T	SK-MEL-2	T-47D	SK-MEL-28	UACC-257
21	NC(=O)OCc1ccccc1	98	105	128	97	x	106	115	112
22	COc1ccc(S(=O)(=O)F)cc1C(=O)O	97	97	89	108	84	90	107	100
23	CC1=C(CCC=NNC(N)=O)C2=C(C)C3(CC3)[C@@](C)(O)C(=O)C2=C1	-72*	-100*	-93*	-24*	-77*	-38*	-80*	-76*
24	CC1=C2CCC3C(CC[C@]4(C)C(=O)CCC34)[C@@]2(C)CCC1=O (some centres not stated)	50	x	39	70	65	104	127	91
25	Cc1ccc2c(C(C[N+](=O)[O-])c3cccs3)c(-c3ccccc3)[nH]c2c1 (configuration not stated)	32	36	51	-12*	21	15	49	30
26	O=CN1N=C(c2ccc(Cl)cc2)CC1c1sc(N(CCCl)CCCl)nc1Cl (configuration not stated)	98	88	98	80	89	73	96	91
27	Cc1cc2c(cc1-c1nc(/C=C/C(=O)O)ccc1C)C(C)(C)CCC2(C)C	89	82	84	73	92	86	x	x
28	CCN(CC)CC(=O)c1ccc(O)c(O)c1	94	109	86	290	101	102	143	97
29	CCCC/C(=N\OC(=O)N(C)C)c1ccccc1	97	105	116	110	107	96	108	102
30	Cn1cc(-c2csc(-c3cn(CCN4CCOCC4)c4ccc(F)cc34)n2)c2cccnc21	28	-29*	53	60	16	-18*	40	71

# Arranged by count of non-hydrogen atoms (lowest first): some entries from above
nr	SMILES	LOX IMVI	SK-MEL-5	MALME-3M	HS 578T	SK-MEL-2	T-47D	SK-MEL-28	UACC-257
18	O=C(O)P(=O)(O)O	99	113	118	111	113	98	112	104
17	O=C(O)Cc1cccc(Cl)c1	105	108	88	99	109	105	105	95
13	C/C(=N/OC(=O)N(C)C)c1cccs1	93	103	104	106	87	84	108	98
14	CCc1cccc(CC)c1NC(=O)CCl	106	101	90	x	108	101	104	108
28	CCN(CC)CC(=O)c1ccc(O)c(O)c1	94	109	86	290	101	102	143	97
29	CCCC/C(=N\OC(=O)N(C)C)c1ccccc1	97	105	116	110	107	96	108	102
19	C[C@]12CCC(=O)C=C1CC[C@@H]1[C@@H]2CC[C@]2(C)C(=O)CC[C@@H]12	101	97	113	109	111	117	129	107
24	CC1=C2CCC3C(CC[C@]4(C)C(=O)CCC34)[C@@]2(C)CCC1=O (some centres not stated)	50	x	39	70	65	104	127	91
23	CC1=C(CCC=NNC(N)=O)C2=C(C)C3(CC3)[C@@](C)(O)C(=O)C2=C1	-72*	-100*	-93*	-24*	-77*	-38*	-80*	-76*
15	CC12CC(=O)C3(SC#N)C(CCC4=CC(=O)CCC43C)C1CCC2=O (configuration not stated)	81	101	50	x	125	33	95	76
20	O=C(COc1ccc([N+](=O)[O-])cc1Cl)Nc1ccc(S(=O)(=O)F)cc1Cl	97	105	88	100	105	91	133	99
27	Cc1cc2c(cc1-c1nc(/C=C/C(=O)O)ccc1C)C(C)(C)CCC2(C)C	89	82	84	73	92	86	x	x
30	Cn1cc(-c2csc(-c3cn(CCN4CCOCC4)c4ccc(F)cc34)n2)c2cccnc21	28	-29*	53	60	16	-18*	40	71
16	COC(=O)[C@H](Cc1ccccc1)NC(=O)c1csc([C@@H](C[C@H](C(C)C)N(C)C(=O)[C@@H](NC(=O)[C@H]2CCCCN2C)C2CC2)OC(C)=O)n1	15	-1.2*	68	6.9*	15	28	45	54

# The results go on.
nr	SMILES	LOX IMVI	SK-MEL-5	MALME-3M	HS 578T	SK-MEL-2	T-47D	SK-MEL-28	UACC-257
31	O=[N+]([O-])CC(c1ccccc1F)c1c(-c2ccccc2)[nH]c2ccccc12 (configuration not stated)	72	93	75	81	81	64	95	93
32	CCC(=O)O[C@H]1CC[C@H]2[C@@H]3CC[C@@]4(C)CC(=O)CC[C@]4(C)[C@H]3CC[C@]12C	94	91	88	x	71	82	97	78
33	C[C@]12CC[C@@H]3C4=C(CC[C@H]3[C@@H]1CC[C@@H]2O)CC(=O)CC4	90	59	116	5.0*	127	95	107	93
34	Cc1cc([N+](=O)[O-])c(Cl)cc1NS(=O)(=O)c1ccccc1	81	44	38	72	56	59	76	x
35	CCOC(=O)C1(C)OC1c1ccc(C)cc1 (configuration not stated)	107	102	116	111	114	97	116	95
36	CC[C@H](C)[C@H](NC(=O)c1ccccn1)C(=O)N(C)[C@H](C[C@@H](OC(C)=O)c1nc(C(=O)NC23CC(C(=O)OC)(C2)C3)cs1)C(C)C	92	96	81	93	94	96	100	98
37	O=C1CCCN1	93&103	111	102&87	120&101	103	100&104	112&104	105
38	O=P(Oc1ccc(Br)cc1)(N1CC1)N1CC1	70	87	77	93	117	93	90	93
39	COc1ccc(C(C#N)C(C)=O)cc1 (configuration not stated)	98	102	108	x	103	104	115	93
40	N#CC(C#N)=Cc1ccc(C=C(C#N)C#N)cc1	104	108	167	101	105	105	102	70
41	CCOP(=O)(NCCc1ccccc1)OCC	98	103	143	118	106	101	111	117
42	O=C1CCCN1CC#CCN1CCCC1	100	114	101	218	82	115	168	12
43	CCC1(CC)C(=O)NC(=O)N(c2ccccc2)C1=O	100&92	99&96	98&102	108&92	108	98&99	118&102	103&104
